Screening results as filed in PubChem.
TPT1 inhibitor: blocks Candida albicans tRNA 2'-phosphotransferase; inhibition, % at 5 µM; 0.81% of 300,000 active; recombinant caTPT1, FP RNA substrate dephosphorylation;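 active = inhibition above the mean of all tested compounds plus 3 SD, set per screening campaign, cut at about 24% in these data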;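 note: plate controls were DMSO alone for no effect and ferristatin control at 100 nM for full effect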
procasp3 activ: activators of human procaspase-3 | 0.11% of 330,000 active | activation, % at 8.5 µM | P42574 | AID 463141 | recombinant procaspase-3 D3A, Ac-DEVD-pNA absorbance 405 nm;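 active = activation above the mean of all tested compounds plus 3 SD, cut at about 21% in these data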;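 note: 0% = DMSO alone and 100% = DMSO wells spiked with extra 5 µM PC-3 D3A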
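Technique: 405 nm absorbance of p-nitroaniline, reads at 0 and 120 min; Test system: Procaspase-3 D3A mutant; Incubation: 1 h enzyme-compound preincubation, then 2 h substrate reaction, 25 °C; Repeats: singlicate, each compound tested once; Benchmarks: low control DMSO wells, high control DMSO plus 5 µM PC-3 D3A.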
PP5 inh: blocks human protein phosphatase 5 activity. P53041. purified PP5c, OMFP substrate fluorescence. inhibition, % at 6.7 µM. 0.18% of 320,000 active. AID 1987;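 active = inhibition above the campaign's mean inhibition across all tested compounds plus 3 SD, cut at about 9.5% in these data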;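 note: 0% = DMSO only and 100% = 100 µM cantharidin control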
Target sequence (P53041 whole entry, looked up): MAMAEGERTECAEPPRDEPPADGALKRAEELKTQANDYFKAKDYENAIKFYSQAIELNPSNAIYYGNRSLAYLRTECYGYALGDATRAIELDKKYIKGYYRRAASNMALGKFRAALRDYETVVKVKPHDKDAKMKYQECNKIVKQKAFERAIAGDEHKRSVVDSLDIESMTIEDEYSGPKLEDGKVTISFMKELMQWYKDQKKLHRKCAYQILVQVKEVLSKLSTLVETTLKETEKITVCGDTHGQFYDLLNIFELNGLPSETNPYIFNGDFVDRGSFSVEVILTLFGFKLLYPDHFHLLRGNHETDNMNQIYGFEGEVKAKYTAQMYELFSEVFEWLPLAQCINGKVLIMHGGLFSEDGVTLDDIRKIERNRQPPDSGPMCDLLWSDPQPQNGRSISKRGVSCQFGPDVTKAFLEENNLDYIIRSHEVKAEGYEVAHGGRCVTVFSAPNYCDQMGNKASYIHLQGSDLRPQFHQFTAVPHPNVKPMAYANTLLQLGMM
Efflux pump inh: inhibitors of Candida antifungal efflux pumps expressed in yeast. S. cerevisiae Candida pump triplex, Nile Red efflux. inhibition, % at 10 µM. 0.44% of 330,000 active. AID 485275;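 active = plate passing quality check with inhibition over a set limit, or well fluorescence over plate mean plus 4 SD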;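 note: Nile Red retained in pooled yeast measured as flow cytometry median fluorescence; 0% = buffer negative control and 100% = Enniatin B positive control; higher means more Nile Red kept so more efflux inhibition; some compounds called inactive have numbers as strong as hits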
procasp7 counter: counter-screen for procaspase-3 activators: activators of human procaspase-7; P55210; recombinant procaspase-7, Ac-DEVD-pNA absorbance 405 nm; D23A/D198A/D206A triple mutant, cannot self-cleave; scale: DMSO 0, 5 µM enzyme 100; 0.093% of 330,000 active; activation, % at 8.5 µM;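 active = percent activation above the screen-wide mean plus 3 SD, cut at about 25% in these data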
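System: Procaspase-7 triple mutant (PC-7 D3A); measure: % activation from two-timepoint absorbance difference, scaled to controls; times: 1 h compound preincubation, 2 h substrate cleavage, 25 °C; also added: Ac-DEVD-pNA substrate, 400 µM as added; measured by: Epi-absorbance of released pNA at 405 nm, two timepoints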
JMJD2C inh: human JMJD2C demethylase inhibition. Q9H3R0. GST-JMJD2C(1-420) H3K9me3 demethylation, DELFIA europium. inhibition, % at 2.35 µM. 0.069% of 330,000 active;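 active = more than half of a compound's replicate wells show inhibition beyond 50%, single wells judged on their own value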;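 note: signal counts dimethyl H3K9 product captured on neutravidin plate; 0% = median of DMSO wells and 100% = 0.3 times that DMSO median; strong numbers were not always called active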
Fh CTSL1 inh: blocks F. hepatica cathepsin L1 in PFM18AAP counter-screen | recombinant F. hepatica cathepsin L1, Z-Leu-Arg-MCA fluorescence | inhibition, % at 5.96 µM | 0.49% of 300,000 active;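 active = inhibition above the mean of all tested compounds plus 3 SD, set per screening campaign, cut at about 17% in these data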;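 note: 0% = plate median of test compound wells and 100% = 1 µM Z-Phe-Ala-diazomethylketone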
PP1 counter: blocks human PP1-alpha phosphatase, a PP5 counter-screen; P62136; purified PP1alpha, OMFP fluorescence; inhibition, % at 6.7 µM; 0.9% of 320,000 active;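 active = inhibition above the mean inhibition of all tested compounds plus 3 SD, computed separately for each screening campaign, cut at about 15% in these data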
Target sequence (P62136 whole entry, looked up): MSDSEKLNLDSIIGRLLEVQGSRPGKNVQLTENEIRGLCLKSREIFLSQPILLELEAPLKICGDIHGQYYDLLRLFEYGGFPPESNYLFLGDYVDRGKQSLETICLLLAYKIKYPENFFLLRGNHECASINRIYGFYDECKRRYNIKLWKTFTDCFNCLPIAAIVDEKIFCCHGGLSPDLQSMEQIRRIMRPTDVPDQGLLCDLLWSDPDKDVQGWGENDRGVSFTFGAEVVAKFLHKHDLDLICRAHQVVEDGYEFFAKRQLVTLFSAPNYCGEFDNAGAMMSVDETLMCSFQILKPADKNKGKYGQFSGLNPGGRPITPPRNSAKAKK
HCV core dimer: blocks dimerization of HCV core protein; 0.33% of 300,000 active; TR-FRET GST/Flag-core106 dimerization, 1536-well; AID 1899; inhibition, % at 5 µM;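 active = inhibition above the mean of all tested compounds plus 3 SD, set per screening campaign, cut at about 45% in these data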
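Material: Tagged HCV core106 pair (GST and Flag) | Amount: GST-core106 13.5 nM, Flag-core106 17 nM | Medium: KF-containing HEPES buffer, pH 7.45, DTT, CHAPS, BSA | Reagent: Eu donor and XL665 acceptor anti-tag antibodies | Schedule: 4 h at 22.5 °C | Technique: Time-resolved FRET, ex 340 nm, em 617 and 671 nm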
An asterisk follows results filed as active; / = not tested or not shown; & = joins results of further samples.

canonical_smiles,TPT1 inhibitor,procasp3 activ,PP5 inh,Efflux pump inh,procasp7 counter,JMJD2C inh,Fh CTSL1 inh,PP1 counter,HCV core dimer
CC(=NCC1CCCO1)c1c(O)n(-c2ccc(Cl)cc2)c(=O)[nH]c1=O (centres undefined),0,4,-1.0,-0.1,5,9,-2,-1,4
O=C(c1ccc2c(c1)OCO2)C1CCCN(Cc2ccccn2)C1 (centres undefined),-1,1,1.8,-0.1,2,2,-3,1,-4
CC(C)C12CN3CC(C(C)C)(CN(C1)C3c1cccnc1)C2=O (centres undefined),0,3,1.2,-0.1,2,17,0,1,-3
CCCCOc1ccc(CC2C(=O)N(C)C(=O)N(C)C2=O)cc1,-1,5,3.0,0.1,-12,45,-5,8,-4
Cc1ccc(/C=C2\C(=O)NC(=S)N(c3ccccc3F)C2=O)s1,7,-9,-2.2,-0.2,3,18,-3,-3,-3
CN(C)C(=O)Oc1c(Cl)cc(Cl)c2cccnc12,-2,6,0.4,0.0,-3,2,1,-3,-4
O=c1[nH]c(=S)[nH]c(O)c1CN1CCCCC1,-1,-5,-0.9,-0.3,-4,4,-1,-3,-3
Cc1ccc(-n2nc(C)c3c2NC(=O)CSC3c2ccc3c(c2)OCO3)cc1 (centres undefined),2,0,-1.0,0.0,-1,0,1,-1,21
COC(=O)c1ccc(CN2CCN(Cc3ccccc3)CC2)cc1,-3,3,2.9,0.0,5,1,-4,-1,0
Clc1ccc(COC(Cn2ccnc2)c2ccc(Cl)cc2Cl)cc1 (centres undefined),-4,1,2.1,0.1,2,-7,0,29*,1
CN(C)C1(CNC(=O)c2cc(S(=O)(=O)N3CCOCC3)c(Cl)cc2Cl)CCCCC1,2,2,-1.1,0.0,7,-11,-1,-3,-2
Cc1ccc(-c2cc(-c3ccc(C)cc3)[n+](-c3ccc(C(=O)O)cc3)c(-c3ccc(C)cc3)c2)cc1,2,-4,1.2,0.0,-3,-2,3,-5,-6
COc1ccc(C(c2c(O)c3ccccc3oc2=O)c2c(C)n(C)n(-c3ccccc3)c2=O)cc1 (centres undefined),-5,-4,-0.7,-0.2,5,9,5,-3,-2
CN(C)C(=O)Oc1cccc(NC(=O)c2ccccc2C(F)(F)F)c1,-2,-2,0.3,-0.1,-5,7,-1,0,-6
CC(Cc1ccccc1)/[N+]([O-])=C\c1ccc(C(F)(F)F)cc1 (centres undefined),-5,10,-6.1,-0.1,-2,7,11,3,-19
COC(=O)C1=C(c2ccc(OC(F)(F)F)cc2)C[C@@H]2CC[C@H]1N2C(=O)NCCCOC(C)C,/,11,1.8,0.1,4,-1,/,2,/
CC(C)c1cccc(C(C)C)c1OCCn1ccnc1,3,2,2.0,0.1,15,-3,0,2,-1
C[C@]12CCC3C(CC[C@H]4C[C@H](O)CC[C@]34C)C1CCC2=O (some centres undefined),/,10,/,0.1,11,5,/,/,/
C1=NCCc2c1[nH]c1ccccc21,1,-16,0.0,0.0,-7,-2,-1,-1,-5
CC(=O)Nc1ccc(OC(=O)N(C)c2ccccc2)cc1,-2,-5,1.6,-0.1,9,-8,-3,0,-1

Six records drawn at random from those above:
canonical_smiles,TPT1 inhibitor,procasp3 activ,PP5 inh,Efflux pump inh,procasp7 counter,JMJD2C inh,Fh CTSL1 inh,PP1 counter,HCV core dimer
Clc1ccc(COC(Cn2ccnc2)c2ccc(Cl)cc2Cl)cc1 (centres undefined),-4,1,2.1,0.1,2,-7,0,29*,1
Cc1ccc(/C=C2\C(=O)NC(=S)N(c3ccccc3F)C2=O)s1,7,-9,-2.2,-0.2,3,18,-3,-3,-3
COC(=O)c1ccc(CN2CCN(Cc3ccccc3)CC2)cc1,-3,3,2.9,0.0,5,1,-4,-1,0
COC(=O)C1=C(c2ccc(OC(F)(F)F)cc2)C[C@@H]2CC[C@H]1N2C(=O)NCCCOC(C)C,/,11,1.8,0.1,4,-1,/,2,/
CC(=NCC1CCCO1)c1c(O)n(-c2ccc(Cl)cc2)c(=O)[nH]c1=O (centres undefined),0,4,-1.0,-0.1,5,9,-2,-1,4
Cc1ccc(-c2cc(-c3ccc(C)cc3)[n+](-c3ccc(C(=O)O)cc3)c(-c3ccc(C)cc3)c2)cc1,2,-4,1.2,0.0,-3,-2,3,-5,-6

Further results:
canonical_smiles,TPT1 inhibitor,procasp3 activ,PP5 inh,Efflux pump inh,procasp7 counter,JMJD2C inh,Fh CTSL1 inh,PP1 counter,HCV core dimer
CCCCn1c(NC(=O)c2ccc(Br)o2)c(C(=O)OCC)c2nc3ccccc3nc21,11,-18,13*,0.0,-27,-7,2,4,-1
CCCNS(=O)(=O)c1ccc(OCC(=O)N2CCN(Cc3ccc4c(c3)OCO4)CC2)c(C)c1,2,-1,1.0,0.0,2,-1,2,-3,1
CC(=O)c1c(O)n(-c2cccc(Cl)c2)c(=O)[nH]c1=O (tested in a mixture with another compound),28*,-3,-0.2,0.0,-4,-12,2,-2,1
Cc1ccc(N2C(=O)NC(=O)/C(=C\C=C\c3ccco3)C2=O)cc1,43*,-5,-0.3,0.0,-9,0,-3,3,2
CCC(=NCC1CCCO1)c1c(O)n(-c2ccccc2C)c(=O)[nH]c1=O (centres undefined),-2,-2,0.1,0.0,3,0,-1,-3,-3
C/C(CC(c1ccccc1)c1c(O)c2ccccc2oc1=O)=N\Nc1ccc([N+](=O)[O-])cc1[N+](=O)[O-] (centres undefined),1,-9,-0.2,0.0,-17,0,7,1,11
Cc1cnc(NC(=O)CN2CCCCC2)s1,-3,11,1.9,-0.1,14,7,0,3,-9
Cc1cccc(NC(=O)C(C)N2CC=C(c3ccccc3)CC2)c1 (centres undefined),-3,7,1.3,0.0,6,14,7,0,0
COc1ccc(C(=O)c2nc3ccccc3n2C(C)C)cc1,2,-9,-2.4,0.1,1,6,7,-2,1
CC(=NCCC(c1ccccc1)c1ccccc1)c1c(O)n(C)c(=O)n(C)c1=O,-4,9,-1.2,-1.1,-9,16,-1,0,9
Cc1ccc(CN2C(=O)CN=C(c3ccccc3)c3ccccc32)cc1,-1,13,2.6,0.1,14,-17,-2,5,3
COCCO[C@H]1CC[C@@]2(C)C(=CCC3C2CC[C@@]2(C)C3CC[C@]2(C)O)C1 (some centres undefined),/,1,/,0.0,10,-2,/,/,/
Cc1ccc(-c2nn(Cc3ccccc3)cc2C=O)cc1C,0,1,1.9,-0.1,5,2,2,1,16
COc1ccc(C)cc1NC1=NC(C)(C)CS1,-1,-8,0.0,0.0,8,5,-1,-5,0
CCC(C)n1c(O)c(/C=N/Nc2ccccc2)c(=O)[nH]c1=S (centres undefined),6,-9,3.6,-0.3,-25,0,0,8,-7
COc1ccc(OC)c(N2C(=O)/C(=C/c3ccco3)C(=O)NC2=S)c1,68*,-17,-0.5,0.2,-17,31,6,68*,83*
Cc1oc(-c2ccccc2)nc1CN1C(=O)C(C)N=C(c2ccccc2F)c2cc(Cl)ccc21 (centres undefined),-1,1,1.8,0.1,4,-12,-3,0,2
CC(C)c1ccc(N2C(=O)CC(=O)NC2=O)cc1,20,-1,-0.5,0.1,-8,-25,1,-1,10
COc1ccc(C(=O)C2CCCN(Cc3ccccn3)C2)c(OC)c1 (centres undefined),1,4,1.1,0.0,-23,3,13,-1,-2
CC1CCCC(NC(=O)COC(=O)c2cn(C)c3ccccc23)C1C (centres undefined),/,10,-1.1,-0.1,1,14,/,-4,/
Clc1ccc(C(c2ccc(Cl)cc2)n2cc[n+](CC(OCc3ccc(Cl)cc3Cl)c3ccc(Cl)cc3Cl)c2)cc1 (centres undefined),-1,-6,4.8,90*,-2,/,3,52*,-10
O=C(Cc1ccccc1)N1CCN(Cc2cccc(Br)c2)CC1,-1,1,4.0,0.1,-12,3,0,-2,1
C[C@@H]1CC2C3CC=C4C[C@@H](O)CC[C@]4(C)C3CC[C@]2(C)[C@H]1O (some centres undefined),/,11,/,-0.1,1,7,/,/,/
CCN1CCN(Cc2cc3c(cc2[N+](=O)[O-])OCO3)CC1,0,-11,-5.8,0.1,-8,24,-3,1,-20
O=C1CC(=O)N(c2cccc(F)c2)C(=O)N1,10,-5,3.6,0.0,-9,8,-1,-1,9
Nc1nc(SCCC(F)=C(F)F)n[nH]1,-1,5,0.4,0.0,-2,5,2,-3,2
CCN1CCN(CC(=O)c2c(C)n(Cc3ccccc3)c3ccc(OC)cc23)CC1,-2,-2,6.3,0.2,4,1,5,0,-2
COP(=O)(CC(=O)O)c1ccccc1 (centres undefined),0,2,1.6,0.0,0,-27,2,-5,0
CC12CN3CC(C)(CN(C1)C31CCSCC1)C2=O,-4,-8,-0.1,0.0,7,7,0,-1,-3
Cn1c[n+](C)cc1C(O)c1ccccc1 (centres undefined),1&1,4&-5,0.8&-1.2,0.1&0.0,-2&-1,-7&-1,-2&0,0&2,-8&-2
CN1CCN(C(=S)SCC(=O)Nc2ccc(Cl)cc2C(=O)c2ccccc2)CC1,-5,-2,2.8,-0.3,-16,-4,4,4,-5
O=C1NC(=O)C2(C(=O)N1)C(c1ccc(F)cc1)NC(=S)NC2c1ccc(F)cc1 (centres undefined),-6,-6,-0.3,-0.3,2,7,0,0,5
CCN(CC)c1ccc(N=Cc2c(O)n(Cc3ccco3)c(=O)[nH]c2=O)cc1,45*,-3,-0.8,0.1,-26,-7,0,3,6
NS(=O)(=O)c1ccc(-c2ccc(C=C3C(=O)NC(=O)NC3=O)o2)cc1,3,-16,-1.3,0.1,-15,6,3,5,10
CCCCS(=O)(=O)N1CCN(C(=N)N[N+](=O)[O-])CC1,3,6,-0.9,0.2,0,-6,-4,-3,-1
Cc1cc(OCC(=O)N2CCC(C(=O)NCC(C)C)CC2)c2c3c(c(=O)oc2c1)CCCC3,-3,2,0.5,-0.1,-4,12,-1,-1,1
O=C1Nc2ccc(Br)cc2C(c2ccccc2)=NC1O (centres undefined),-3,-2,0.4,0.0,0,9,0,-4,7
CC(C)COP(=O)(OCC(C)C)C(O)c1cccnc1 (centres undefined),1,7,-0.9,0.4,2,-4,-2,-2,-2
Cc1ccc(C2N(c3cc(C)on3)C(=O)C3CCCN32)cc1 (centres undefined),-2,0,2.7,0.0,6,-2,-7,-5,3
Cc1ccc2c(c1)C(c1ccccc1)NCC(=O)N2 (centres undefined),0,11,-1.5,-0.1,1,-31,0,1,-2
CC(=O)OC1CCC2(/C=N/O)C(=CCC3C4CCC(=O)C4(C)CCC32)C1 (centres undefined),1,1,-2.6,-0.1,10,13,-3,-2,9

Not all compounds are listed, so the mix of outcomes need not match the whole.
